Source: PubChem (several laboratories)
m5-HT2A agonist – mouse HTR2A agonism via beta-arrestin recruitment; P35363; AID 624169; 360,000 tested, 0.66% active; activation, % at 7.6 µM; CHO-K1 mHTR2A beta-arrestin complementation, luminescence; percent of 30 µM serotonin response;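 active = activation above a run cutoff, the mean activation of all tested compounds plus 3 SD, cut at about 14% in these data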;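 note: 0% = plate median of compound wells and 100% = 30 µM serotonin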
Target sequence (P35363 whole entry, looked up): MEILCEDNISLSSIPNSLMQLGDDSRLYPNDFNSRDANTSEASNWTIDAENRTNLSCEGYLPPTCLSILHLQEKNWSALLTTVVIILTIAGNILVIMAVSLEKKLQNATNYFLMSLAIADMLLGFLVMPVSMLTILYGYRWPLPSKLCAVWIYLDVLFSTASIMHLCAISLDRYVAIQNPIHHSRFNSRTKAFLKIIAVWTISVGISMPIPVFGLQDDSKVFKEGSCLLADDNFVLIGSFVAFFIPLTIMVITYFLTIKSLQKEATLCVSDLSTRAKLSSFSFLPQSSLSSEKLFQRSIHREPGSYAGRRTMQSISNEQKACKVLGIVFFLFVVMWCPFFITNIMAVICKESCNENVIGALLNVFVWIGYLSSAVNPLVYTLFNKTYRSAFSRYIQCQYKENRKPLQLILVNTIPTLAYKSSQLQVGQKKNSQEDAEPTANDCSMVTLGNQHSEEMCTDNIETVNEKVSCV
ABCB6 inh 2 – blocks the human ABCB6 transporter | K562-ABCB6 porphyrin accumulation, flow cytometry, 1 h; hits give low values | fluorescence ratio to DMSO, % at 10 µM | 360,000 tested, 0.19% active | AID 602162;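 active = fluorescence ratio to DMSO below 75%, the collection mean minus 3 SD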;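 note: signal is porphyrin accumulated inside mitochondria; 100% equals median channel fluorescence of DMSO control wells; lower ratio means ABCB6 inhibition with less porphyrin fluorescence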
N-glyco inh – blocks N-linked glycosylation in D54 reporter cells | D54 ERlucT glycosylation luciferase reporter, 24 h; percent of 100 nM tunicamycin response | reporter increase, % at 12.5 µM | 360,000 tested, 0.23% active | AID 588692;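 active = mean luciferase reporter signal, scaled so untreated is 0 and the glycosylation-blocking control 100, at or above a set limit in every replicate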;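 note: luciferase carries N-glycosylation sites so blocking glycosylation raises the light; 0% = median of neutral control wells and 100% = median of 100 nM tunicamycin wells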
Vif inh – inhibitors of HIV Vif | HEK293T cells, Vif self-association by quenched fluorescence, imaging, 24 h | inhibition, % at 7.49 µM | 340,000 tested, 0.35% active | AID 602346; in the data active = inhibition above about 50%, passing the limit was not always enough; note: some results filed as inactive read as strong as hits
aDG glyco up – increases alpha dystroglycan glycosylation | activation, % at 10 µM | AID 624168 | 360,000 tested, 0.22% active | Pro5-aDG cells, alpha-DG glycosylation AlphaScreen (IIH6); 0% Pro5, 100% B10-LARGE cell signal;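 active = activation of at least 8% versus controls, or a plate z-score of at least 8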;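 note: Pro5 are CHO cells carrying HIG-tagged alpha-DG that lacks glycosylation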
Cardio protect – modulators protecting cardiomyocytes from myocardial damage. protection from H2O2 cell death, % at 20 µM. 360,000 tested, 0.63% active. AID 588492. H9c2 cardiomyocytes, H2O2 injury protection, ATPLite, 2 h;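 active = compounds giving at least 50% protection of heart cells from peroxide-induced death in the single-dose screen, raw or plate-pattern-corrected value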;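 note: 0% = DMSO wells with peroxide and 100% = DMSO wells without peroxide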
CaV13 ICDI inh – Disruptors of the CACNA1D IQ motif to Ca2+-dependent inactivation inhibitor domain association, primary screening, Förster resonance energy transfer in intact living …. HEK cells, CFP/YFP FRET ICDI-IQ, plate reader, 10 min; percent FRET-ratio fall versus neutral wells. inhibition, % at 12.3 µM. 340,000 tested, 0.098% active;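 active = mean replicate inhibition of at least 30% and at least 1% of replicates passing that level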;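 note: 0% = median of the neutral control wells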
MC4R antagonist – human MC4R antagonism in cAMP assay; MC4R-expressing cells, MTII-stimulated cAMP, LANCE TR-FRET; inhibition, % at 6.5 µM; 360,000 tested, 0.48% active; AID 540295;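 active = inhibition above its plate's cutoff, the mean of tested wells on that plate plus 3 SD, cut at about 29% in these data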;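 note: 0% = Melanotan II alone and 100% = Melanotan II plus saturating MCL0020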
Target sequence (P32245 whole entry, looked up): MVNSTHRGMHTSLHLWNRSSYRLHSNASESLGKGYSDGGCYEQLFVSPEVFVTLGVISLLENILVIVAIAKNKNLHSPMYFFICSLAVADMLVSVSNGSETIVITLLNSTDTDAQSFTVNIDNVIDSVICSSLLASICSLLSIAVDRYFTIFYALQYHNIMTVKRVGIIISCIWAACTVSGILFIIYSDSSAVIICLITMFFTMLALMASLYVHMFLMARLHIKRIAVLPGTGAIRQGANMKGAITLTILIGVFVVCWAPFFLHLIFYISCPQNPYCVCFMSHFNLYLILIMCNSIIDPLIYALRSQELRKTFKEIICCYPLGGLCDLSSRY
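material = U2OS cells stably expressing human melanocortin 4 receptor (MC4R) | also added = Melanotan II challenge | dosing = single nominal compound dose of 6.5 µM | detection = TR-FRET with Eu-cAMP and labeled anti-cAMP, 671 nm | replication = singlicate | timing = compound 30 min, challenge 1 h, detection 1 h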
PDI turbidity – blocks human protein disulfide isomerase activity; P07237; PDI insulin aggregation turbidity, A650, 90 min; inhibition, % at 10 µM; 350,000 tested, 0.052% active; AID 588391;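 active = mean inhibition across replicates of 30% or more, whatever share of single replicates reach that level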;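 note: absorbance from insulin aggregation driven by PDI reduction with DTT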
MC4R ag barr – activates human MC4R beta-arrestin recruitment; 360,000 tested, 0.98% active; U2OS MC4R beta-arrestin complementation, luminescence; percent of melanotan II response, DMSO zero; activation, % at 8.9 µM;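 active = activation above a per-plate cutoff, the mean activation of sample wells on that plate plus 3 SD, cut at about 8% in these data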
Numbers without * were called inactive; / = not tested or not shown; & = joins results of further samples. This is a random part of the collection. Share with any hit: about 3.6%.

# | Structure | m5-HT2A agonist | ABCB6 inh 2 | N-glyco inh | Vif inh | aDG glyco up
1 | CCOc1ccc2nc(NC(=O)CSc3nc(-c4ccccc4)c(C#N)c(=O)[nH]3)sc2c1 | -2 | 106 | -1 | 3 | 0.7
2 | CNC(=O)CSc1nc(SC)ns1 | 4 | 100 | 4 | -7 | -0.3
3 | N#Cc1ccc(C(=O)N2CCCCC2c2cc(C(=O)NCc3ccccc3)no2)cc1 (stereo unspecified) | -6 | 97 | -1 | -3 | 0.3
4 | COc1ccc(CC(=O)OCC(=O)Nc2ncc(Cl)cc2Cl)cc1OC | 2 | 95 | 2 | 4 | -0.3
5 | CCOc1ccc(OCC)c(NC(=O)Cn2c(C)nc3ccccc3c2=O)c1 | 1 | 100 | 3 | 8 | 0.3
6 | COc1ccc(-c2cc(-c3ccc(OC)cc3)c(C#N)c(SC)n2)cc1 | 0 | 85 | -3 | 0 | 0.1
7 | CC(=O)c1cc2c(cc1NC(=O)c1ccc(-n3nc(C)cc3C)cc1)OCO2 | -2 | 83 | 5 | -2 | 0.0
8 | Cn1cc(NC(=O)OCc2ccc(Cl)cc2)c(C(F)(F)F)n1 | -4 | 98 | 1 | 0 | -0.3
9 | CCC(NC(=O)c1ccccc1NC(=O)C(C)(C)C)C(=O)N1CCCC1 (stereo unspecified) | -5 | 100 | 1 | 7 | -0.1
10 | CSc1nnc(-c2ccccc2)n1N | 3 | 92 | 1 | -11 | 0.0

# | Cardio protect | CaV13 ICDI inh | MC4R antagonist | PDI turbidity | MC4R ag barr
1 | -2 | -6 | 31* | 1 | 0.4
2 | 3 | 4 | 17 | 0 | -1.4
3 | -4 | -8 | 8 | 3 | -1.2
4 | -3 | -4 | 2 | 13 | -1.0
5 | -2 | -4 | 11 | -3 | 0.9
6 | -11 | 2 | 4 | -7 | -3.5
7 | 9 | -7 | 2 | -1 | 0.1
8 | -11 | -4 | 14 | 0 | -4.7
9 | -2 | -4 | 9 | 9 | -0.8
10 | 0 | / | 3 | -8 | -0.6

More results:
# | Structure | m5-HT2A agonist | ABCB6 inh 2 | N-glyco inh | Vif inh | aDG glyco up
11 | Cc1nc2ccc(NC(=O)c3nn(CC(C)C)c(=O)c4ccccc34)cc2s1 | -4 | 97 | -8 | 10 | 0.5
12 | OCC[C@H]1C[C@H](O)[C@@H](O)[C@@]2(CCCO2)O1 | 5 | 98 | 1 | 1 | -0.1
13 | O=C(CNC(=O)c1cccs1)NCC(=O)OCc1c(F)cccc1Cl | 0 | 102 | -1 | -8 | -0.3
14 | C=CCn1c(-c2ccc(C)cc2)nc2ccccc21 | -4 | 87 | 0 | -5 | 0.4
15 | COc1ccc(CNc2nc(-c3ccccc3)nn2C(=O)c2ccc([N+](=O)[O-])cc2)cc1 | 2 | 98 | -1 | 0 | 0.4
16 | CSC1=NC(C)(C)CC2(C)Nc3ccccc3N12 (stereo unspecified) | 10 | 94 | 4 | -2 | -0.4
17 | Cc1cc(C)c2c(CC(=O)N(CCC#N)Cc3cccnc3)coc2c1 | 2 | 108 | 1 | -6 | 0.0
18 | CN(C)c1ccc(C2C=C(c3ccc(Cl)cc3OC(F)F)Nc3ncnn32)cc1 (stereo unspecified) | -4 | 128 | 14 | -92 | 0.5
19 | COc1cccc(-c2cc3nc(NCc4ccc(C)cc4C)n(C)c(=O)c3s2)c1 | 8 | 88 | -4 | -34 | -0.3
20 | NNS(=O)(=O)c1ccc(Sc2ccccn2)c([N+](=O)[O-])c1 | -4 | 99 | 2 | 4 | -0.1

# | Cardio protect | CaV13 ICDI inh | MC4R antagonist | PDI turbidity | MC4R ag barr
11 | 19 | -5 | 1 | -2 | 0.8
12 | 2 | -11 | 0 | -2 | -1.2
13 | 4 | -4 | 19 | 6 | 0.3
14 | -17 | -5 | -1 | -9 | -1.6
15 | -3 | -3 | 10 | 0 | 0.3
16 | 8 | -5 | 2 | 7 | 2.4
17 | -5 | -3 | 1 | -12 | 0.0
18 | -9 | / | 5 | 8 | -0.8
19 | -11 | -17 | 7 | 25 | 3.6
20 | 1 | -21 | 0 | 1 | -3.4

(more compounds)
# | Structure | m5-HT2A agonist | ABCB6 inh 2 | N-glyco inh | Vif inh | aDG glyco up
21 | CCOC(=O)C1CCCN(CCC(=O)Nc2ccc3c(c2)CCC3)C1 (stereo unspecified) | -1 | 100 | 0 | 5 | -0.1
22 | CCN(Cc1ccccc1)C(=O)C1CCC(CNc2c(N3CCOCC3)c(=O)c2=O)CC1 (stereo unspecified) | 0 | 96 | 2 | 11 | -0.2
23 | Cc1ccc(NC(=O)CCC(=O)c2ccccc2)cc1 | -4 | 101 | 0 | -6 | -0.1
24 | CC(Sc1nnc(Cc2cccs2)n1C1CCCCC1)C(=O)NCc1ccco1 (stereo unspecified) | -1 | 96 | -2 | -6 | 0.9
25 | O=C(O)C(O)c1ccccc1 (stereo unspecified) | 1&8 | 98&104 | 0&1 | -5&2 | -0.3&-0.3
26 | COc1ccc(CC(=O)OCC(=O)N(CC(C)C)c2c(N)n(Cc3ccccc3)c(=O)[nH]c2=O)cc1 | -1 | 101 | 1 | 6 | -0.1
27 | O=C(O)CCCCCNC(=O)CSc1nnc(-c2ccco2)n1-c1ccccc1 | 2 | 95 | 1 | 13 | 0.0
28 | O=C(NCc1ccco1)c1cc2n(n1)C(C(F)(F)F)CC(c1ccc(Br)cc1)N2 (stereo unspecified) | -6 | 95 | 1 | -12 | 0.3
29 | CC(C)C#Cc1cnc2c(c1)C(=O)N([C@@H](C)CO)C[C@@H](C)[C@H](CN(C)Cc1cccc(F)c1)O2 | 0 | 100 | -5 | -2 | 0.1
30 | CC(=O)OCC1=C(C(=O)O)N2C(=O)[C@@H](NC(=O)Cc3ccccc3)[C@H]2SC1 | 5 | 107 | 3 | 28 | 0.1

# | Cardio protect | CaV13 ICDI inh | MC4R antagonist | PDI turbidity | MC4R ag barr
21 | -2 | -10 | -3 | -6 | 0.4
22 | -15 | -5 | 2 | 18 | -0.1
23 | -5 | 10 | -1 | -3 | -1.6
24 | 6 | / | 15 | -2 | -1.2
25 | 6&-2 | -4&-4 | 8&2 | 10&1 | -0.7&-0.2
26 | 2 | -5 | 12 | 4 | -1.6
27 | -2 | -5 | 22 | -5 | -0.2
28 | -3 | -6 | 8 | 14 | 6.8
29 | 3 | -3 | 9 | -11 | 4.6
30 | 1 | / | 10 | / | -0.7

Fetched by compound from the entries so far, 3 records:
# | Structure | m5-HT2A agonist | ABCB6 inh 2 | N-glyco inh | Vif inh | aDG glyco up
21 | CCOC(=O)C1CCCN(CCC(=O)Nc2ccc3c(c2)CCC3)C1 (stereo unspecified) | -1 | 100 | 0 | 5 | -0.1
26 | COc1ccc(CC(=O)OCC(=O)N(CC(C)C)c2c(N)n(Cc3ccccc3)c(=O)[nH]c2=O)cc1 | -1 | 101 | 1 | 6 | -0.1
27 | O=C(O)CCCCCNC(=O)CSc1nnc(-c2ccco2)n1-c1ccccc1 | 2 | 95 | 1 | 13 | 0.0

# | Cardio protect | CaV13 ICDI inh | MC4R antagonist | PDI turbidity | MC4R ag barr
21 | -2 | -10 | -3 | -6 | 0.4
26 | 2 | -5 | 12 | 4 | -1.6
27 | -2 | -5 | 22 | -5 | -0.2

Next part:
# | Structure | m5-HT2A agonist | ABCB6 inh 2 | N-glyco inh | Vif inh | aDG glyco up
31 | O=c1ccc(S(=O)(=O)N2CCC(Cc3ccccc3)CC2)c[nH]1 | 9 | 100 | 0 | / | -0.2
32 | Cc1cc([N+](=O)[O-])ccc1NC(=S)NC(=O)C(c1ccccc1)c1ccccc1 | -1 | 103 | -4 | 17 | 0.3
33 | Cc1ccc(N(C)C(=O)CN(C)S(=O)(=O)c2ccc3c(c2)n(C)c(=O)c(=O)n3C)cc1 | -1 | 106 | 0 | -3 | 0.2
34 | Cc1cc(OC(=O)c2cc(Cl)ccc2Cl)c([N+](=O)[O-])c(=O)[nH]1 | -2 | 97 | 2 | 4 | -0.2
35 | O=C(O)C1CCCN1S(=O)(=O)c1ccc2ccccc2c1 (stereo unspecified) | -7 | 102 | 2 | -5 | 3.9
36 | Cc1cc(NC(=O)CSCC(=O)OCC(=O)Nc2ccc(OC(F)F)cc2)no1 | 4 | 105 | 2 | 0 | 0.0
37 | CN(C)c1ccc(C(CC(=O)O)NC(=O)c2ccc(Cl)cc2)cc1 (stereo unspecified) | -5 | 101 | 2 | 12 | -0.1
38 | N#Cc1c(NC(=O)c2ccc(-c3ccccc3[N+](=O)[O-])o2)sc2c1CCCC2 | -4 | 97 | 2 | -14 | -0.2
39 | Cc1csc(NS(=O)(=O)c2ccc(Cl)cc2)n1 | 2 | 100 | -1 | -2 | -0.1
40 | O=C(Nc1ccc2c(c1)OCO2)c1cccc(S(=O)(=O)N2CCCC2)c1 | -2 | 88 | 2 | / | 0.0

# | Cardio protect | CaV13 ICDI inh | MC4R antagonist | PDI turbidity | MC4R ag barr
31 | -2 | -5 | -2 | -2 | 1.7
32 | -14 | 0 | 2 | -2 | -2.8
33 | 3 | 5 | 4 | -6 | -1.6
34 | 1 | -7 | 7 | -7 | -1.0
35 | 3 | -3 | 0 | -2 | -0.4
36 | 8 | -2 | 6 | -1 | 0.7
37 | -1 | / | 0 | 11 | -0.4
38 | -14 | / | 5 | 7 | 1.0
39 | 0 | -4 | 6 | 13 | 0.2
40 | -7 | -7 | 1 | -6 | -1.3

The list continues.
# | Structure | m5-HT2A agonist | ABCB6 inh 2 | N-glyco inh | Vif inh | aDG glyco up
41 | CC1CCN(c2ccc(-c3ccc(NC(=O)c4ccco4)cc3)nn2)CC1 | 3 | 95 | -3 | -2 | 0.6
42 | CC(OC(=O)c1cc(=O)[nH]c2ccccc12)C(=O)Nc1ccccc1F (stereo unspecified) | 11 | 95 | 4 | 7 | -0.1
43 | Cc1ccc(C=Nc2ccccc2C(=O)Nc2ccccc2)cc1 | 3 | 95 | -2 | 9 | 0.1
44 | Nc1c([N+](=O)[O-])cc(-c2cnc[nH]2)cc1[N+](=O)[O-] | 2 | 93 | -2 | -4 | 0.0
45 | CCn1c(=O)cc(SCC(=O)N2CCN(c3ccccc3F)CC2)c2ccccc21 | -8 | 99 | 5 | 21 | -0.1
46 | O=C1c2ccccc2NC(c2ccccc2)N1c1ccc(O)cc1 (stereo unspecified) | -1 | 95 | 6 | 9 | 0.0
47 | CCN(CC(=O)Nc1ccc(OC)c(Cl)c1)CC(=O)NC(C)C | 2 | 101 | -1 | 3 | -0.1
48 | Cc1ccc2nc(/C(C#N)=C\c3ccc(N4CCOCC4)o3)[nH]c2c1 | 0 | 173 | -2 | -4 | -0.2

# | Cardio protect | CaV13 ICDI inh | MC4R antagonist | PDI turbidity | MC4R ag barr
41 | -8 | -2 | 1 | -50 | 0.6
42 | 2 | -7 | -21 | -4 | -1.3
43 | 1 | -5 | 12 | 2 | 0.9
44 | -4 | -5 | -16 | -9 | -3.7
45 | 23 | / | -2 | 1 | -0.5
46 | 6 | -7 | 10 | 8 | -1.4
47 | -2 | / | 11 | -2 | 0.0
48 | -1 | -8 | -2 | 6 | -2.2
